# Compound activity deposited in PubChem BioAssay by several laboratories.
# M17LAP inhibition: P. falciparum M17LAP inhibitors, primary screen, biochemical, fluorogenic H-Leu-NHMec substrate, 1536-well (AID 1619); inhibition, % at 30 µM; hits with a dose series show IC50 in µM; hit rate 0.38% among 220,000; recombinant M17LAP, H-Leu-NHMec fluorogenic kinetic assay; higher % means a stronger effect;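 active = compound inhibiting the enzyme by more than half at any dose during confirmatory dose-response retesting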;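 also: plate controls were full reaction with DMSO carrier for no effect and no enzyme background for full effect; strong numbers were not always called active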
# Autophagy HCS: autophagy modulation, high-content screen | MEF GFP-LC3 puncta imaging; test concentration mostly 10 µM | calls only at 10 µM (by protocol) | hit rate 0.98% among 190,000 | AID 463193;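 active = percentage of spot-positive cells more than 3 SD above its plate mean, without a fluorescence outlier flag or 80% toxicity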;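 also: spot-positive cell cutoff set from DMSO-treated cells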
# MT stabilize HCS: stabilizes microtubules in HeLa cells | HeLa tubulin immunostaining HCS, 24 h; share of cells brighter than vehicle mean+2SD | % tubulin-high responders, % at 10 µM | hit rate 0.83% among 200,000 | AID 2205;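 active = plate Z-score above 3 for both tubulin-high and condensed-nucleus cell shares, with cell loss under 80%, at 10 µM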;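 also: anti alpha tubulin signal scored within the nucleus-defined area of each cell; some results filed as inactive read as strong as hits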
# bCat nuc transl: beta-catenin nuclear translocation modulation. nuclear translocation activity, % at 5 µM. hit rate 0.3% among 190,000. HeLa beta-catenin nuclear translocation, immunofluorescence imaging;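 active = nuclear translocation activity above 50% at 5 µM, with a well cell count of 50 or more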;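 also: per-cell ratio of nuclear to cytoplasmic median beta-catenin stain intensity; plate controls were DMSO negative control for no effect and GSK-3 inhibitor IX positive control for full effect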
#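 Test system: human HeLa cells, endogenous beta-catenin. Times: 24 h compound exposure, 37°C. Measured by: beta-catenin immunofluorescence imaging with DAPI.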
# Dynein cargo inh: dynein cargo transport inhibition; hit rate 0.47% among 220,000; 3617.4 mouse cells, GR-EGFP nuclear translocation imaging; test concentration mostly 20 µM; stimulated with dexamethasone, 1 µM; stronger effect = lower value; z-score, hits read low;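 active = plate z-score of nuclear minus cytoplasmic receptor signal below a set negative limit, without overly bright fluorescence or cell loss, cut at about -3.5 in these data, passing the limit was not always enough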;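 also: z-score of nuclear minus cytoplasmic ring GR-EGFP intensity difference per well; some compounds called inactive have numbers as strong as hits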
#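 Also added: dexamethasone, 1.0 µM final. Medium: tet-free, stripped-serum medium. Detection: fixed, Hoechst-stained cells imaged at 10x for EGFP. Read-out: nuclear-to-cytoplasmic GR-EGFP distribution per well. Times: induction 48 h, compound 1 h, agonist 30 min.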
# M1AAP inhibition: P. falciparum M1AAP inhibitors, biochemical, fluorogenic H-Leu-NHMec substrate, 1536-well (AID 1445). recombinant M1AAP, H-Leu-NHMec fluorogenic kinetic assay; higher % means a stronger effect. inhibition, % at 30 µM, or IC50 in µM where a hit was titrated. hit rate 0.42% among 220,000;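 active = primary inhibition above the hit cutoff, then over 50% inhibition at one or more dose response concentrations, cut at about 23% in these data, passing the limit was not always enough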;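 also: plate controls were DMSO full reaction for no effect and no enzyme background for full effect; strong numbers were not always called active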
# UTI89 phage lysis: protection from phage-mediated lysis, alamar blue read-out – E. coli UTI89, K1F phage, bacterial capsule biogenesis inhibitors (AID 488966); E. coli UTI89 K1F phage lysis, alamar blue, 2 h; higher % means a stronger effect; one-dose inhibition, % at 100 µM; IC50 in µM for titrated hits; hit rate 0.02% among 340,000;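 active = phage lysis inhibition, versus mean bacterial control, above a set limit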;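 also: capsule biogenesis inhibitors block K1F phage lysis so surviving cells raise fluorescence; higher fluorescence means more inhibition of phage lysis; actives were called in the ten point dose series up to 300 µM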
# CSM14.1 death rescue: protection against thapsigargin-triggered cell killing – 384-well, CSM14.1, ATP luminescence, primary screen (AID 1222); CSM14.1 thapsigargin-induced death rescue, ATP luminescence; higher % means a stronger effect; one-dose cellular ATP content (survival), % at 20 µM; EC50 in µM for titrated hits; 190,000 tested, under 10 active;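 active = EC50 below 50 µM in the dose-response confirmation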;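 also: death triggered by thapsigargin at about 15 µM added after 2 h compound pretreatment; cell ATP read after overnight thapsigargin exposure of roughly 18 to 22 hours; normalized against plate controls of thapsigargin alone and 5% DMSO vehicle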
# Ins promoter up: MIN6 insulin promoter up-regulation; hit rate 0.3% among 190,000; z-score at 5 µM; MIN6 insulin promoter-GFP reporter, high-content imaging; stronger effect = higher value;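 active = z-score above 3 at 5 µM with at least 500 cells counted in the well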
# Dynein cargo inh cytoplasmic EGFP: recorded beside Dynein cargo inh, whose call it bears; z-score; measured here: cytoplasmic GR-EGFP intensity; stronger effect = higher value
# Dynein cargo inh nuclear GR-EGFP: further read-out of Dynein cargo inh, marked with its call; z-score; measured here: nuclear GR-EGFP intensity;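 lower value marks the stronger effect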
# Dynein cargo inh cell count: recorded beside Dynein cargo inh, whose call it bears; z-score; measured here: cell count per field
# Ins promoter up cell count: also measured in Ins promoter up; calls as there; cell count; measured here: cytotoxicity, nuclei count;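 total cells summed across four imaged fields per well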
# bCat nuc transl cell count 5 µM: further read-out of bCat nuc transl, marked with its call; cell count; measured here: cell count, cytotoxicity flag
# MT stabilize HCS Hoechst-high %: also measured in MT stabilize HCS; calls as there; % Hoechst-high responders; measured here: nuclear condensation Hoechst responders;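 share of cells brighter than vehicle mean plus two SD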
# MT stabilize HCS cytotoxicity %: second read-out of MT stabilize HCS, no call of its own (marks repeat the call); toxicity, %; measured here: cytotoxicity by cell density;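 0% = mean cell density of plate MIN control wells and 100% = no cells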
# Autophagy HCS cell loss 18 h: second read-out of Autophagy HCS, no call of its own (marks repeat the call); toxicity, %; measured here: cell loss, nuclei count;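 cell loss after 18 h compound exposure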
# Numbers without * were called inactive; i = inactive; x = not tested or not shown; + = active, no number; [ ] = remark or other dose.
SMILES,M17LAP inhibition,Autophagy HCS,Autophagy HCS cell loss 18 h,MT stabilize HCS,MT stabilize HCS Hoechst-high %,MT stabilize HCS cytotoxicity %,bCat nuc transl,bCat nuc transl cell count 5 µM,Dynein cargo inh,Dynein cargo inh cytoplasmic EGFP,Dynein cargo inh nuclear GR-EGFP,Dynein cargo inh cell count,M1AAP inhibition,UTI89 phage lysis,CSM14.1 death rescue,Ins promoter up,Ins promoter up cell count
COc1ccc(C(=O)Nc2oc(-c3ccccc3)c(-c3ccccc3)c2C#N)cc1OC,1%,i,-3,1.6,3.7,8.1,-0.4,1111,0.09,-0.15,0.34,0.44,7%,0.1%,-1.6%,-0.79,1818
O=C(Nc1cc(S(=O)(=O)N2CCOCC2)ccc1N1CCCC1)c1cnccn1,9%,i,9,7.5,2.0,7.7,-1.2,1121,-0.086,-0.18,-0.16,-0.37,10%,1.1%,-3.0%,-0.95,1570
CNC(=O)c1ccc(CNC(=O)OCC(F)(F)F)cc1,-1%,i,1,1.5,1.6,8.3,-0.7,758,-0.57,-0.18,0.54,0.027,13%,2.7%,-1.6%,2.3,1249
CSc1nc2ccc(NS(=O)(=O)c3ccccc3F)cc2s1,8%,i,3,2.6,3.3,4.8,x,x,-0.28,-0.27,-0.49,0.26,1%,2.9%[50 µM],-5.3%,0.28,1278
COC(=O)c1c(C(=O)OC)c2cccc3cc(-c4ccccc4)c4ccc1c4n32,12%,i,28,1.6,1.2,8.7,x,x,-0.82,-0.15,-0.45,-0.56,-2%,0.5%,-0.9%,x,x
C=CCNC(=O)CCC(=O)NNc1nc2ccccc2c2nc(-c3ccccc3)nn12,3%,i,8,2.6,1.3,7.1,-1.6,1086,-0.59,-0.29,0.047,0.13,0%,0.0%,x,-0.35,1357
CCOc1ccc(-n2c(C)cc(C(=O)CCl)c2C)cc1,-5%,+,23*,3.5,1.4,5.4,0.9,1116,-4.8*,2.6*,-2.5*,-0.33*,3%,0.2%,-15%,-2.7,623
COc1ccc(OCC(=O)OCC(=O)NCc2ccc(F)cc2)cc1,9%,i,4,2.2,2.5,8.9,-0.3,1109,0.016,-0.18,0.079,-0.32,-2%,-3.0%,-3.0%,-0.03,1513
COc1cccc(OC)c1OCCCc1c(C)n[nH]c1C,-8%,i,9,4.6,2.7,11,1.8,1344,-1.1,-0.28,-0.14,1.7,8%,-0.4%,-0.1%,-0.13,1322
O=C(CCNS(=O)(=O)c1c(Cl)cccc1Cl)OCC(=O)c1ccccc1,20%,i,3,1.6,1.5,5.2,x,x,-0.52,-0.27,-0.26,0.18,7%,-0.9%,-0.3%,-0.71,1078
Cc1cccc(C)c1N1CCc2cn[nH]c21,-8%,i,7,2.9,1.3,9.7,-0.3,1209,0.57,0.024,0.28,0.6,-4%,0.8%,1.7%,0.33,1432
CCc1ccc(C2C(C#N)=C(N)SC(N)=C2C#N)cc1,-4%,i,-2,2.6,1.6,2.8,-2.4,849,2.7,-0.26,2.1,-1.2,11%,-0.1%,0.3%,-0.32,1006
CC(O)CNCCCOc1ccccc1OCc1ccccc1 (stereo unspecified),7%,i,-19,1.0,1.3,4.7,-1.6,1138,-1.1,-0.28,-0.23,0.76,-4%,0.4%,-1.8%,-1,1608
CCOc1cc(/C=N/Nc2nc(Nc3ccccc3)nc(N3CCCCC3)n2)ccc1OCC(=O)O,32%,i,13,2.4,0.9,8.4,-5.3,1152,0.76,-0.15,0.14,0.31,-8%,0.3%,-0.6%,-0.29,1529
O=C(O)c1cc2cc(Cl)cc(Cl)c2oc1=O,7%,i,5,4.6,2.5,2.4,-4.9,797,0.75,-0.16,0.56,-0.24,5%,0.2%,-1.5%,-0.24,1202
CCOC(=O)C1=C(C)NC(C)=C(C(=O)OCC)C1C(=O)O,16%,i,35,2.5,2.6,7.0,0.9,996,0.51,-0.18,0.48,-0.88,10%,0.9%,3.2%,0.49,1291
Cc1cc(Br)ccc1-n1[nH]c(C)c(C=Nc2cccc3nsnc23)c1=O,0%,i,3,4.0,4.5,4.6,-0.2,1150,0.56,0.2,0.14,-0.98,7%,-0.9%,12%,-0.04,1361
Cc1cc(OC(=O)C(c2ccccc2)c2ccccc2)c([N+](=O)[O-])c(=O)[nH]1,0%,i,-6,2.1,2.0,9.9,0.1,907,-1.5,-0.19,-0.41,0.97,5%,0.8%,0.8%,0.28,1342
COc1cc(/C=C/C(=O)O)ccc1OS(=O)(=O)c1ccc(C)cc1,-4%,i,6,5.6,1.8,9.2,-4.6,1122,0.2,-0.34,0.01,-0.069,0%,i,-2.0%,-0.08,1298
Clc1ccc(OCCOCCN2CCc3ccccc3C2)c(Cl)c1,-2%,i,0,3.4,3.2,5.4,0.3,1092,-0.36,-0.27,-0.46,0.98,-9%,1.0%[50 µM],-4.4%,-0.79,1459
COc1ccc(N=Nc2ccc(O)c(P(=O)(c3ccccc3)c3ccccc3)c2)cc1,-1%,x,x,x,x,x,1.8,998,1.7,-0.25,0.81,-0.6,-2%,-0.2%[50 µM],x,-0.04,1393
O=C(c1ccoc1)N1CCC2(CC1)Oc1ccc(Cl)cc1C(=O)C21CC(c2cccnc2)=NO1 (stereo unspecified),1%,x,x,x,x,x,-1.3,1145,-0.87,-0.8,-0.36,0.65,8%,1.9%,x,-0.71,1116
COc1cc(/C=C/c2ccc3cccc([N+](=O)[O-])c3n2)ccc1OCC(=O)O,21%,i,7,6.5,1.7,6.1,-7.5,1155,0.68,-0.31,0.59,-0.53,22%,-0.1%,0.0%,0.37,1615
N=C1c2ccccc2CN1NC(=O)c1cccc(S(=O)(=O)N2CCOCC2)c1,-4%,i,14,7.6,1.0,11,0.6,1106,1,-0.29,0.22,0.34,-1%,0.1%,-2.5%,-0.49,1597

# Sorted by the number under Dynein cargo inh cell count (low to high): 3 from the list above.
mol	Dynein cargo inh cell count
O=C(CCNS(=O)(=O)c1c(Cl)cccc1Cl)OCC(=O)c1ccccc1	0.18
N=C1c2ccccc2CN1NC(=O)c1cccc(S(=O)(=O)N2CCOCC2)c1	0.34
Cc1cc(OC(=O)C(c2ccccc2)c2ccccc2)c([N+](=O)[O-])c(=O)[nH]1	0.97

# The list goes on.
SMILES,M17LAP inhibition,Autophagy HCS,Autophagy HCS cell loss 18 h,MT stabilize HCS,MT stabilize HCS Hoechst-high %,MT stabilize HCS cytotoxicity %,bCat nuc transl,bCat nuc transl cell count 5 µM,Dynein cargo inh,Dynein cargo inh cytoplasmic EGFP,Dynein cargo inh nuclear GR-EGFP,Dynein cargo inh cell count,M1AAP inhibition,UTI89 phage lysis,CSM14.1 death rescue,Ins promoter up,Ins promoter up cell count
COc1ccccc1N(CC(=O)N(CC(C)C)CC(C)C)S(=O)(=O)c1cccs1,5%,i,-3,5.7,1.9,5.2,5.3,1046,-0.41,-0.32,0.21,1.4,9%,0.1%,0.1%,-1.5,1329
CCOC(=O)C1CCN(C(=O)c2cc3c(-c4ccc(OC)c(OC)c4)nn(C)c3s2)CC1,18%,i,15,3.8,2.5,7.6,x,x,0.52,-0.06,0.43,-0.46,3%,-2.2%,5.1%,0.65,961
Nc1ccccc1SC1CC(=O)N(c2ccc(Cl)c(Cl)c2)C1=O (stereo unspecified),2%,x,x,x,x,x,-1.0,1114,-0.65,-0.24,-0.42,1.4,3%,0.2%,x,-0.07,1319
COc1ccc(NC(=O)Cn2nnc(C(=O)NCc3ccco3)c2N)c(OC)c1,12%,i,-2,0.5,1.3,8.2,x,x,2.3,0.22,1.1,-0.82,-4%,0.7%,2.2%,0.04,871
O=C(Nc1ccccc1)C1CC=CCC1C(=O)OCC1CCCO1 (stereo unspecified),9%,i,-8,1.7,1.8,5.3,-5.1,1172,-1.1,-0.21,-0.25,1.4,4%,0.1%,-2.2%,0.88,1068
COc1ccc(C(C)=O)cc1CSc1nncn1C,2%,i,4,1.7,2.3,1.4,-2.8,1146,1,-0.36,-0.17,0.04,4%,0.1%,-1.1%,0.69,1410
Nc1cc(N)nc(SCCOc2ccccc2)n1,4%,i,-1,2.9,2.2,7.6,0.7,836,-0.71,-0.12,-0.022,0.12,9%,-1.5%,-0.7%,1.1,1537
Cc1cc(C)n(C(=O)CCNC(=O)c2ccccc2Cl)n1,-2%,i,-5,4.5,2.5,6.8,x,x,1,-0.23,0.55,0.14,0%,-0.1%,-1.6%,x,x
CCOC(=O)c1ccc(NC2c3ccccc3C(=O)N2c2ccc(C)cn2)cc1 (stereo unspecified),3%,i,2,3.2,1.0,5.2,x,x,1.3,0.45,1.1,-1.1,4%,1.2%,-0.2%,-0.49,870
CCOc1cc(-n2cnnn2)c(OCC)cc1NC(=O)c1cnccn1,x,x,x,x,x,x,-0.9,1201,x,x,x,x,x,4.6%,4.1%,-2,898
COc1ccc(C)cc1NC(=O)CCC(=O)Nc1nnc(C(F)(F)F)s1,-8%,i,12,3.0,2.3,4.7,x,x,-0.24,-0.24,-0.25,1,0%,13%,0.0%,x,x
CCOC(=O)C(NC(=O)c1ccccc1)(Nc1cc(C)on1)C(F)(F)F (stereo unspecified),-3%,i,1,2.5,2.1,14,-0.3,1050,0.62,-0.23,0.46,0.87,4%,0.3%,-0.8%,1.5,1525
N#CCSCC(=O)Nc1ccc(F)cc1,11%,i,2,2.4,2.7,7.9,-0.5,1095,1.6,-0.14,1.2,-1.6,9%,6.8%,2.4%,0.41,1227
CC(=O)OCCOCn1cnn2c(=O)c(Br)c(C)nc12,4%,x,x,x,x,x,-0.2,1248,-1.1,-0.8,-0.81,0.33,-1%,1.4%[50 µM],x,-0.31,1055
